ADAM10 inh – inhibitors of human ADAM10 | recombinant ADAM10, EDANS/DABCYL FRET peptide cleavage, 3 h | O14672 | inhibition, % at 7 µM | 370,000 compounds, 0.62% hits;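 active = inhibition above a per-campaign cutoff equal to the mean of compounds falling between control-based bounds plus 3 SD, cut at about 20% in these data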;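 note: 0% = DMSO wells while the 100% control is not disclosed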
Target sequence (O14672 214-748 limits assumed): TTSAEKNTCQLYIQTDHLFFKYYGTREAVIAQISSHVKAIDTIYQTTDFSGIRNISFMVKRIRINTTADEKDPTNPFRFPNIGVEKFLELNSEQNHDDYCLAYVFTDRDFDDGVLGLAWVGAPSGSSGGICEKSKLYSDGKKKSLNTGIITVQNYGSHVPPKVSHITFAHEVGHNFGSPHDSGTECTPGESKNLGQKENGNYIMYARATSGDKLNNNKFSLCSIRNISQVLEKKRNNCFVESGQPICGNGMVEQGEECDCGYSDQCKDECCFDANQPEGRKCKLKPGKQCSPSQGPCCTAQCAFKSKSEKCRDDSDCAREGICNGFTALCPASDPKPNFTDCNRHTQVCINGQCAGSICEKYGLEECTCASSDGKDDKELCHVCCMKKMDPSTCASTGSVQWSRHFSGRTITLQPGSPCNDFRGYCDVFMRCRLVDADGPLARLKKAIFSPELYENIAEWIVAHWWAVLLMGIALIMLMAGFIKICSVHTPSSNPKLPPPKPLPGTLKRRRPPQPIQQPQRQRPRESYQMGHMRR
ADAM17 inh – inhibits human ADAM17 | P78536 | recombinant ADAM17, EDANS/DABCYL FRET peptide cleavage | inhibition, % at 6.95 µM | 370,000 compounds, 0.83% hits;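 active = inhibition above the mean of compounds lying between control limits plus 3 SD, set per campaign, cut at about 8.5% in these data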;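 note: 0% = DMSO-only wells as the low control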
PLCb3 inh – inhibitors of human phospholipase C beta3 | inhibition, % at 12.2 µM | Q01970 | 370,000 compounds, 0.18% hits | Purified PLC-beta3, fluorogenic substrate, fluorescence; in the data active = inhibition above about 11%;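 note: 0% = median of compound wells on plate and 100% = full blocker control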
DDE Tn6 FP inh – DD(E)-Tn6 binding inhibition, primary FP screen; P02675; Fibrin DD(E) TRITC-Tn6 fluorescence polarization displacement; 370,000 compounds, 0.21% hits; inhibition, % at 8.3 µM;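 active = inhibition above a per-campaign cutoff: mean of compounds within control limits plus 3 SD, cut at about 15% in these data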;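 note: 0% = median of all compound wells on the plate and 100% = blocking peptide control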
TDP2 absorb – blocks human TDP2 phosphodiesterase activity; 370,000 compounds, 0.34% hits; O95551; recombinant TDP2, T5PNP hydrolysis, p-nitrophenol absorbance 415 nm; inhibition, % at 12.8 µM; AID 720702;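 active = inhibition above the mean of all tested compounds plus 3 SD, set per campaign, cut at about 25% in these data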;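 note: 0% = DMSO with enzyme and 100% = buffer with substrate but no TDP2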
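Evaluation: % inhibition relative to enzyme-containing and enzyme-free wells. Material: recombinant human TDP2. Benchmarks: enzyme-free and DMSO wells. Timing: enzyme reaction with compound for 2 h at 37 °C. Compound dosing: 12.8 µM only. Measured by: p-Nitrophenol epi absorbance. Reagent: T5PNP substrate at 5 mM, a TopII-DNA adduct mimic. Replication: single well per compound.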
SIAE primary – inhibitors of human sialic acid acetylesterase SIAE; SIAE FP-Rh probe binding, fluorescence polarization; inhibition, % at 9.66 µM; 370,000 compounds, 0.69% hits; AID 1053197;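 active = inhibition above a cutoff: mean of compounds within the control limits plus 3 SD of those, cut at about 17% in these data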;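 note: 0% = plate median of compound wells and 100% = probe without SIAE protein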
Tn7 DDE FP – DD(E)-Tn7 binding inhibition, primary FP screen. FP displacement of FITC-Tn7 peptide from fibrin DD(E); 0% = median of compound wells per plate. inhibition, % at 8.3 µM. 370,000 compounds, 0.13% hits. AID 720508. P02675;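 active = inhibition above the mean of compounds falling within the control limits plus 3 SD of them, cut at about 14% in these data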;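 note: 0% = plate median of compound wells and 100% = 10 µM Aha-Tn7 peptide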
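System: human fibrin DD(E); quantity: Fibrin-DD(E) at 2 µM final; also added: fluorescent Tn7 probe at 0.1 µM; compound dosing: single nominal test concentration of 8.3 µM per compound; schedule: 10 min preincubation, 3 h with tracer, room temperature; detection: fluorescence polarization of the labelled Tn7 tracer; repeats: one replicate per compound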
ARFGAP1 inhibitor – rat ARFGAP1 inhibition. Q62848. Arfgap1-stimulated ARF1 GTP hydrolysis, GDP FP detection. inhibition, % at 16.5 µM. 360,000 compounds, 0.26% hits;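 active = inhibition above a per-plate limit, mean inhibition of low control wells plus 3 SD, cut at about 25% in these data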;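 note: 0% = DMSO wells with enzyme and 100% = wells lacking Arfgap1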
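system = rat Arfgap1 catalytic domain, aa 1-136 | technique = FP, GDP Alexa 633 tracer displaced from anti-GDP antibody, 620/688 nm | compound = one concentration, 16.5 µM, DMSO 1.26% | medium = HEPES-based buffer, pH 7.5 | timing = compound-enzyme preincubation 20 min, reaction 120 min, detection 60 min, 25 °C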
PLC-gamma1 inh – inhibitors of human phospholipase C gamma1; P19174; purified PLC-gamma1, fluorogenic substrate, fluorescence; inhibition, % at 12.2 µM; 370,000 compounds, 0.84% hits; in the data active = inhibition above about 9.5%
ASAP1 GAP inh – blocks human ASAP1-stimulated Arf1 GTP hydrolysis; Q9ULH1; GDP FP detection; inhibition, % at 16.5 µM; 360,000 compounds, 0.19% hits; in the data active = inhibition above about 25%;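 note: 0% = vehicle with enzyme and substrate and 100% = no enzyme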
Target sequence (Q9ULH1 325-724 limits assumed): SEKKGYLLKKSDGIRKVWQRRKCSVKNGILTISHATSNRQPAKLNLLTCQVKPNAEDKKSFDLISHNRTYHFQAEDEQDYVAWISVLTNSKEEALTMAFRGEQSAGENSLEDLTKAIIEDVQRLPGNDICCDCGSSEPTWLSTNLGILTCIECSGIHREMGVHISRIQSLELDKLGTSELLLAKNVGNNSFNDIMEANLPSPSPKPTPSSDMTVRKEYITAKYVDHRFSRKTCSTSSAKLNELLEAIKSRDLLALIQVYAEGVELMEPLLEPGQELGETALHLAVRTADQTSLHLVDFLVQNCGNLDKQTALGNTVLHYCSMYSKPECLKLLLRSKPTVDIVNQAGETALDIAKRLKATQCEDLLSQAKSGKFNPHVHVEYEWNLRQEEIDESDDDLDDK
* = called active by the depositor; i = inactive; . = no result given.

SMILES	ADAM10 inh	ADAM17 inh	PLCb3 inh	DDE Tn6 FP inh	TDP2 absorb	SIAE primary	Tn7 DDE FP	ARFGAP1 inhibitor	PLC-gamma1 inh	ASAP1 GAP inh
COc1ccc(NC(=S)Nc2ccccc2SC)c(OC)c1	2	0	-4	1	-17	5	3	-4	5	-1
COc1ccc2nc(N3C(=O)CC(Cc4cc(C)cc(C)c4)C3=O)sc2c1 (stereo not drawn)	-2	-2	-3	8	-6	7	4	0	-3	-9
COc1ccc(C2SCC(=O)N2Cc2ccccc2)cc1 (stereo not drawn)	-2	-3	-2	5	13	-5	6	3	0	-11
C#CC1(O)CCC2C3CCC4=Cc5oncc5CC4(C)C3CCC21C (stereo not drawn)	8	3	1	6	-11	2	5	-13	1	3
O=C1CCC2S/C(=C/Nc3ccc(C(F)(F)F)cc3)C(=O)N12 (stereo not drawn)	-2	0	1	9	5	8	-4	1	-3	4
Cc1noc(C)c1S(=O)(=O)Nc1ccc(C(C)C)cc1	-6	-1	-8	-1	-14	4	4	0	1	-4
COc1cccc(OC)c1OCCCOc1ccc([N+](=O)[O-])cc1Cl	14	3	3	5	8	-1	-2	6	6	-10
CCC(=O)Nc1c2c(nn1-c1cccc(Cl)c1)CSC2	7	1	5	-1	-5	-5	-5	-3	4	1
Cc1c(OCC(=O)N2CCC(C(=O)O)CC2)ccc2c1oc(=O)c1ccccc12	i	i	i	-11	-6	-2	5	18	i	-3
Cc1nnc2sc(SCC(=O)Nc3cccc(Cl)c3)nn2c1=O	5	0	-7	-2	-6	3	-4	0	-1	-1
CC(C)CNC(=O)C1CCN(c2ccc(S(=O)(=O)N3CCOCC3)cc2[N+](=O)[O-])CC1	8	-3	-4	6	0	4	0	4	2	-2
CCOC(=O)c1c(OCC)[nH]c2c1cc(O)c1ccccc12	-4	-5	-27	5	13	28*	4	9	-21	5
Cc1ccc(C(=O)Nc2nnc(NC(=S)Nc3ccccc3)s2)cc1	24*	9.2*	-45	-4	-1	-55	2	9	-22	8
N#Cc1c(SCC(N)=O)nsc1SCc1ccccc1Cl	9	0	-4	13	1	-3	-5	0	0	0
CC1CCCN(c2sc(S(C)(=O)=O)nc2S(=O)(=O)c2ccc(Cl)cc2)C1 (stereo not drawn)	2	-1	-2	-3	12	4	3	-15	1	-1
NNc1ccc([N+](=O)[O-])c2[nH][nH]c(=O)c12	-6	-2	-5	-6	5	5	3	-15	23*	-15
COCCNC(=O)C(c1ccccc1F)N(C(=O)C(=O)NC1CCCC1)C1CCCCC1 (stereo not drawn)	-3	-1	1	1	11	-4	2	-1	-2	-3
Cc1cc2nncn2c2ccccc12	3	-1	2	-5	12	0	1	-12	0	1
COc1ccc(C(=O)Nc2nncs2)cc1S(=O)(=O)N1CCOCC1	-2	-2	-5	-3	-1	-3	0	-10	1	3
COCCCNC(=O)C[C@H]1C[C@@]2(C(=O)OC)C(=C[C@H](C(C)(C)C)O[C@@H]2C)N(CCC2=CCCCC2)C1=O	1	0	4	6	-3	5	3	-7	3	0
CCOC(=O)C1=C(C)Nc2nnnn2C1c1ccccc1Cl (stereo not drawn)	-2	-3	-3	2	12	1	5	-5	0	-9
O=C1NC2(CCCCCC2)C(=O)N1Cc1ccc([N+](=O)[O-])cc1	3	-1	2	-1	-13	-3	-5	6	0	5
COc1ccccc1Cc1c(-c2ccc(Cl)cc2)nc2ccc(Cl)cn12	-44	-9	-30	4	-2	0	0	8	-21	5
CCOC(=O)[C@H]1[C@H]2COc3ccccc3[C@@H]2N2C(=O)c3ccc(C)cc3NC(=O)[C@@]12C	5	5	1	8	-4	-1	2	1	2	0
Cc1cc(C(=O)OCCO)c(C#N)c(N)n1	i	i	i	-3	0	-2	4	-8	i	-4
Cc1ccn2cc(CCNS(=O)(=O)c3ccc([N+](=O)[O-])cc3)nc2c1	-1	-3	-1	-1	7	1	0	-17	4	-8
COC(=O)C[C@H]1CC[C@H](NS(=O)(=O)c2cn(C)cn2)[C@@H](CO)O1	-24	-7	-2	-12	4	-4	2	16	4	-2
CC(C)NC(=O)Nc1ccc2c(c1)C(=O)N([C@H](C)CO)C[C@H](C)[C@@H](CN(C)C(=O)Nc1ccc3c(c1)OCO3)O2	-11	-2	-42	-2	-5	2	-4	8	-33	-7
O=C(c1cc(C2CC2)nn1-c1ccccc1)N1CCN(c2ccc(O)cc2)CC1	1	-2	-8	3	-14	-6	2	-4	0	-9
COc1ccc(/C=C2\SC(=O)N(CCC(=O)NCCCn3ccnc3)C2=O)cc1	3	-1	0	9	9	10	7	0	4	-9
O=c1c2c(n3cnnc3n1C1CCCCC1)-c1ccccc1CC21CCCCC1	-5	-5	-2	1	12	2	5	-2	-3	-6
CNc1nnc(C(F)(F)F)s1	0	1	-4	-10	-10	3	-4	-7	5	-6
COc1cc(C(=O)N2CCC(n3cnc4cc(F)ccc43)CC2)cc(OC)c1OC	13	3	-13	7	-2	2	3	3	8	8
Cc1cccc(C)c1N(CC(=O)Nc1cc(Cl)ccc1Oc1ccccc1)S(C)(=O)=O	30*	8.8*	-1	-2	-4	-9	5	-3	2	9
CCN(CC(=O)Nc1ccccc1C(F)(F)F)C(=O)Cn1c(=O)cnc2ccccc21	-8	-6	-7	-2	-6	4	-1	4	1	-14
CCCC[C@@H](CCCc1ccc(F)cc1)CCC(=O)N(c1ccccc1)c1ccccc1	-3	-1	0	3	5	-4	6	.	-2	.
CCOc1ccc(-c2cccc(NS(=O)(=O)c3cccc([N+](=O)[O-])c3)c2)nn1	-8	-5	-4	0	-1	-3	3	8	0	-11
NC(=O)CSC1=N/C(=C\c2ccco2)C(=O)N1c1ccc(OC(F)F)cc1	-9	-3	-18	5	11	6	5	-6	-9	-6
O=C(Nc1ccc(Cl)c(Cl)c1)N(CCCN1CCOCC1)Cc1cccs1	1	-1	-4	2	-7	-6	-1	1	6	14
CNS(=O)(=O)c1cc2c3c(cccc3c1)C(=O)NC2=O	-8	-2	5	7	4	5	-1	4	3	-12

Some of the entries above, set out differently:
Order of values – ADAM10 inh	ADAM17 inh	PLCb3 inh	DDE Tn6 FP inh	TDP2 absorb	SIAE primary	Tn7 DDE FP	ARFGAP1 inhibitor	PLC-gamma1 inh	ASAP1 GAP inh
- CC(C)NC(=O)Nc1ccc2c(c1)C(=O)N([C@H](C)CO)C[C@H](C)[C@@H](CN(C)C(=O)Nc1ccc3c(c1)OCO3)O2
  -11	-2	-42	-2	-5	2	-4	8	-33	-7
- O=C(c1cc(C2CC2)nn1-c1ccccc1)N1CCN(c2ccc(O)cc2)CC1
  1	-2	-8	3	-14	-6	2	-4	0	-9
- COc1ccc(/C=C2\SC(=O)N(CCC(=O)NCCCn3ccnc3)C2=O)cc1
  3	-1	0	9	9	10	7	0	4	-9
- O=c1c2c(n3cnnc3n1C1CCCCC1)-c1ccccc1CC21CCCCC1
  -5	-5	-2	1	12	2	5	-2	-3	-6
- CNc1nnc(C(F)(F)F)s1
  0	1	-4	-10	-10	3	-4	-7	5	-6
- COc1cc(C(=O)N2CCC(n3cnc4cc(F)ccc43)CC2)cc(OC)c1OC
  13	3	-13	7	-2	2	3	3	8	8
- Cc1cccc(C)c1N(CC(=O)Nc1cc(Cl)ccc1Oc1ccccc1)S(C)(=O)=O
  30*	8.8*	-1	-2	-4	-9	5	-3	2	9
- CCN(CC(=O)Nc1ccccc1C(F)(F)F)C(=O)Cn1c(=O)cnc2ccccc21
  -8	-6	-7	-2	-6	4	-1	4	1	-14
- CCCC[C@@H](CCCc1ccc(F)cc1)CCC(=O)N(c1ccccc1)c1ccccc1
  -3	-1	0	3	5	-4	6	.	-2	.
- CCOc1ccc(-c2cccc(NS(=O)(=O)c3cccc([N+](=O)[O-])c3)c2)nn1
  -8	-5	-4	0	-1	-3	3	8	0	-11
- NC(=O)CSC1=N/C(=C\c2ccco2)C(=O)N1c1ccc(OC(F)F)cc1
  -9	-3	-18	5	11	6	5	-6	-9	-6
- O=C(Nc1ccc(Cl)c(Cl)c1)N(CCCN1CCOCC1)Cc1cccs1
  1	-1	-4	2	-7	-6	-1	1	6	14

Remaining list, next part
SMILES	ADAM10 inh	ADAM17 inh	PLCb3 inh	DDE Tn6 FP inh	TDP2 absorb	SIAE primary	Tn7 DDE FP	ARFGAP1 inhibitor	PLC-gamma1 inh	ASAP1 GAP inh
COC(=O)C=C1CCC2C3CCC4=CC(=O)C(Br)CC4(C)C3C(=O)CC12C (stereo not drawn)	-14	-5	-8	3	-6	6	-6	15	5	9
COc1ccc(NC(=O)CSc2n[nH]c(-c3ccccn3)n2)cc1	7	-3	-6	-7	-9	-1	10	5	0	3
NC(=O)CC(NC(=O)Cc1cccc2ccccc12)c1ccc(N2CCC(Br)CC2)c([N+](=O)[O-])c1 (stereo not drawn)	-13	-4	3	-10	-5	0	7	7	-1	6
Oc1ccc(-c2nc3cnccn3c2Nc2ccc3c(c2)OCCO3)cc1	-25	-1	-40	4	-6	-6	5	-7	-35	-3
COc1ccccc1CCNC(=O)CSCC(=O)Nc1ccccc1F	-5	-4	-3	-1	10	9	3	-3	2	-6
CN(Cc1cccc2ncccc12)C(=O)CC1C(=O)NCCN1Cc1ccc(F)cc1 (stereo not drawn)	-14	-10	-12	-4	-12	-7	-2	10	-7	-11
CC1(C)COC(c2ccc3c(c2)OCO3)OC1	-13	-3	-5	-7	3	-2	-3	-7	4	7
O=C1CC(c2ccc(Cl)cc2)CC(O)=C1C=NCCO (stereo not drawn)	4	-4	-4	3	1	-1	-4	5	0	-11
Cc1cc(OCCN2CCCCC2)nc2ccccc12	-1	2	7	10	-5	7	-1	-8	4	-8
O=C(NCc1ccccc1F)C1CCCN1C(=O)NC1CCCCC1 (stereo not drawn)	-5	-7	0	8	4	-5	-8	-13	-2	5
O=C1N=NC(=O)N1c1ccccc1	-7	-3	-1	-2	-2	6	-3	-8	0	6
C=C[C@@H]1c2cccc(C)c2N(S(=O)(=O)c2ccc(C)cc2)[C@H](c2ccc(OC(C)=O)cc2)C1(C#N)C#N	5	1	-7	-8	-1	-18	0	6	-8	8
COc1cc(NC(=O)c2cc(-c3cc(F)ccc3OC(C)C)n[nH]2)cc(OC)c1OC	3	1	-3	-5	-6	3	2	21	-1	-9
